High-throughput results (PubChem BioAssay)
UDG counterscr – Primary qHTS assay for inhibitors of Activation Induced Cytidine Deaminase (AID): UDG Counterscreen signal; Uracil-DNA glycosylase; FRET deamination/UDG coupled assay, UDG read, 4 h; Potency, µM (highest dose often 115 µM), without a hit: at the top dose activity change, negative = inhibition, usual class: inhibitors; 0.14% of 91,000 active; AID 1347430, 2020; further: nearly all actives have a fitted effect of over 65% in size
AID inh – Primary qHTS assay for inhibitors of Activation Induced Cytidine Deaminase (AID): AID signal; Single-stranded DNA cytosine deaminase (Homo sapiens), Q9GZX7; AID deamination FRET fluorescence, UDG-coupled, 4 h; Potency, µM (titrated, usually from 115 µM), for inactives: at the top dose activity change, negative = inhibition, most hits filed as inhibitors; 0.32% of 91,000 active; AID 1347428, 2020; further: nearly all actives have a fitted effect of over 25% in size
Target sequence (Q9GZX7 whole entry, looked up): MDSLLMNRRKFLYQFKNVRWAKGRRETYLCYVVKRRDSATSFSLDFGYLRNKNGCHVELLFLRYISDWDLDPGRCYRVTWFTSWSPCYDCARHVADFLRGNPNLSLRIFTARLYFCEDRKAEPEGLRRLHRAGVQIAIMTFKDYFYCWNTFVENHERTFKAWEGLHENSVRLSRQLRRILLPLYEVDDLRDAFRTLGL
Active calls of the source: *; ? = inconclusive; [ ] = dose if it differs, or a comment. The call rests on the fitted dose curve; in most records, active means well fitted curve in the direction sought with a large enough effect; inconclusive means small, poorly fitted or top-dose-only effect, or another doubt; inactive means no such curve, though single readings can be large; an effect the other way counts as inactive or inconclusive. On the % scale 0 is the no-effect control and ±100 the full control effect; potency means the concentration at half of the fitted maximal effect. An excerpt; rates above refer to the full screens.

Compound	UDG counterscr	AID inh
O=Cc1ccc(OCC2CC2)c2ccccc12	-2%	-8%
Cc1cc(C)c(Cn2c(=O)n(CCCCCC(=O)NCc3ccc4c(c3)OCO4)c(=O)c3sccc32)c(C)c1	-4%	6%
CC(=O)N1CCC2(CC1)Oc1ccc(Br)cc1C1CC(c3ccc(Cl)cc3)=NN12 (stereo not drawn)	0%	-11%
Cc1ccc(C(=O)Nc2cc(-c3nc4ccccc4s3)ccc2C)cc1	3%	-2%
COC(=O)c1c(C)sc(-c2c(-c3ccc4c(c3)OCCO4)[nH]c3[nH]c(=O)[nH]c(=O)c23)c1O	11%	-13%
COC(=O)COc1ccc2c(=O)c(Oc3ccccc3)c(C(F)(F)F)oc2c1	3%	1%
O=C(CN1C(=O)COc2ccc(S(=O)(=O)N3CCCC3)cc21)NCCc1ccc(Cl)cc1	0%	-6%
Cc1ccc(C)c(NC(=O)CN2CCC(C(=O)N3CCCC3)CC2)c1	-1%	1%
Cc1onc(-c2ccccc2Cl)c1C(=O)Oc1cc(F)cc(F)c1	-18%	3%
O=C(O)c1ccc2c(=O)oc(-c3ccccc3)cc2c1	2%	3%
Cc1cccc(C2CC(=O)NC3=C2C(=O)CC(C)(C)C3)c1 (stereo not drawn)	-4%	-4%
CCn1c(COc2ccc(Cl)cc2C)n[nH]c1=S	-1%	0%
O=S(=O)(c1ccc(Br)cc1)c1nc(-c2cccs2)oc1SCc1ccc(F)cc1	-6%	46%[activator]
COc1cc(C#N)ccc1OCc1cc(C#N)ccc1F	1%	5%
Cc1cccc(C)c1-n1ncc(C(=O)Nc2ccc3c(c2)OCCO3)c1C1CCN(C(=O)OC(C)(C)C)CC1	-28%	?
O=C(Nc1nc2ccc(S(=O)(=O)N3CCCC3)cc2s1)c1cccc(F)c1	4%	11%
CN(Cc1ccccc1)Cc1nc2c(c(=O)n(C)c(=O)n2C)n1CCc1ccccc1	1%	-14%
Cc1c(C#N)c(N)nc2c3c(sc12)NC(=O)CC3c1ccccc1F (stereo not drawn)	29%	-8%
COc1cccc(NC(=O)c2cc(CN3CCOCC3)on2)c1	-2%	-1%
C=CCc1c(C)nc2nc(SCC(=O)Nc3ccccc3CC)nn2c1C	-6%	-19%
COc1ccc(N2C(=O)CS(=O)(=O)C23C(=O)N(Cc2ccc(F)cc2)c2ccc(C)cc23)cc1 (stereo not drawn)	-6%	6%
CC(CC(=O)Nc1ccc(C(=O)NC2CC2)cc1)(C(=O)O)c1ccccc1 (stereo not drawn)	3%	3%
O=C(COc1ccc(F)cc1)Nc1ccc2nc(SCCOc3ccccc3)sc2c1	?	5%
N#Cc1cc(C(=O)c2cc(F)ccc2O)cn(C2CC2)c1=O	6%	0%
Cc1ccc(CNC(=O)/C(C#N)=C/c2ccccc2OCc2cccc(C(F)(F)F)c2)cc1	-10%	-14%
Cc1ccc(NC(=O)C(Cc2ccccc2)NS(=O)(=O)c2cccc3nsnc23)c(C)c1 (stereo not drawn)	-9%	-1%
Cc1cccc(C)c1NC(=O)c1cc(S(=O)(=O)N2CCCc3ccccc32)ccc1F	89µM*	-24%
CCC(CO)NS(=O)(=O)c1ccc(Cl)c(C)c1 (stereo not drawn)	0%	-14%
Cc1ccc(NC(=O)C2CCCN2S(=O)(=O)c2cccc3nsnc23)c(Br)c1 (stereo not drawn)	-4%[57.5 µM]	-12%[57.5 µM]
CCc1nn(CCCC(=O)NCc2ccccc2OC)c(=O)c2cc3occc3n12	2%	4%
O=C(COc1ccc2ccc(=O)oc2c1)NCCc1ccccc1	-4%	-2%
Cc1ccc(-c2ccc(C=C(C#N)C#N)n2C)cc1	1%	0%
O=C(Nc1nc(-c2ccc(Br)cc2)ns1)c1ccccc1F	0%[57.5 µM]	3%
Cc1cc(C)c2c(CN3CCOCC3)cc(=O)oc2c1	-2%	-7%
O=C(CSc1ncnc2nc[nH]c12)NCc1cccc(Cl)c1	-4%	-4%
COc1cc(CN2CCC(C(O)(c3ccccc3)c3ccccc3)CC2)ccc1OCc1ccccc1	-16%	-30%
CCCCN(C)C(=O)C1CCC(Cn2c(=O)[nH]c3ccsc3c2=O)CC1 (stereo not drawn)	-14%	-5%
O=C(O)CCCNC(=O)Cn1ccc2ccc(Br)cc21	-4%	11%
Cc1cccc(C(=O)Oc2cccc(OC(=O)c3cccc(C)c3)c2C)c1	-9%	-11%
CCN(CC)c1ccc(NC(=O)C2CCN(S(=O)(=O)c3ccc4c(c3)oc(=O)n4C)CC2)c(C)c1	-6%	11%

Some of these compounds in order of SMILES length, low to high:
Compound	UDG counterscr	AID inh
O=C(O)CCCNC(=O)Cn1ccc2ccc(Br)cc21	-4%	11%
O=C(COc1ccc2ccc(=O)oc2c1)NCCc1ccccc1	-4%	-2%
O=C(Nc1nc(-c2ccc(Br)cc2)ns1)c1ccccc1F	0%[57.5 µM]	3%
Cc1cccc(C(=O)Oc2cccc(OC(=O)c3cccc(C)c3)c2C)c1	-9%	-11%
CCCCN(C)C(=O)C1CCC(Cn2c(=O)[nH]c3ccsc3c2=O)CC1 (stereo not drawn)	-14%	-5%
COc1cc(CN2CCC(C(O)(c3ccccc3)c3ccccc3)CC2)ccc1OCc1ccccc1	-16%	-30%
CCN(CC)c1ccc(NC(=O)C2CCN(S(=O)(=O)c3ccc4c(c3)oc(=O)n4C)CC2)c(C)c1	-6%	11%

Next structures.
Compound	UDG counterscr	AID inh
COc1ccc(-c2nc(SCC(=O)c3ccc(Br)cc3)n[nH]2)cc1	-10%	-13%
N#C/C(=C/c1ccc(O)cc1)c1nc2ccccc2[nH]1	6%	58%[activator]
O=C1COc2ccc(C(=O)COC(=O)c3cc(Br)ccc3Cl)cc2N1	-1%	5%
COc1ccc(NC(=O)c2cc3c(=O)[nH]c4ccccc4c3n2C)cc1Cl	4%	11%
c1ccc(-c2cc3ccccn3c2)cc1	-7%	0%
CC(C(=O)c1ccc(Cl)cc1)C1(O)C(=O)Nc2ccc(Br)cc21 (stereo not drawn)	-3%	20%
CCOc1cc(CNS(=O)(=O)c2ccc3c(c2)C(C)(C)C(=O)N3)cc(OCC)c1OCC	?	8%
CC[C@@H]1Cc2cc(O)ccc2C2=C1c1ccc(O)cc1C[C@H]2CC	4%	4%
Cc1ccccc1OCCn1c(CCNC(=O)C2CCCCC2)nc2ccccc21	-6%	-9%
CCc1ccc(OCc2cc(=O)n3cc(C)sc3n2)cc1	-3%	-1%
Cc1ccc(C)c(Cn2c3ccccc3c3cnn(CC(=O)NC4CCC(C)CC4)c(=O)c32)c1 (stereo not drawn)	-24%[57.5 µM]	5%
CCN(c1cccc(C)c1)S(=O)(=O)c1cc2c(cc1C)n(C)c(=O)c(=O)n2C	-8%[57.5 µM]	-25%
Cc1ccccc1CN1CCCN(c2ccc(C(=O)NCCc3nc4ccccc4[nH]3)cc2)C1=O	-2%	-21%
Cc1cc(=O)oc2c(C)c(OC(C)C(=O)NCCN3CCOCC3)ccc12 (stereo not drawn)	3%	5%
COc1cc(OC)c(N(C)C(=O)C2CCCN(c3ncnc4c3nc3n4CCCCC3)C2)cc1Cl (stereo not drawn)	-17%[57.5 µM]	-3%[57.5 µM]
CC(=O)Nc1ccc(C(=O)OCC(=O)N2CCOCC2)cc1	6%	1%
Cc1n[nH]c(C)c1Cl	-11%	-4%
CCC(=O)N1CCc2cc(Br)cc(S(=O)(=O)NCc3ccccc3)c21	-10%	34%[activator]
CCc1ccc(N(CC)C(=O)c2sc3nc4n(c(=O)c3c2C)CCCC4)cc1	-4%	?
COc1ccc(-c2nc(C(=O)N3CCCCC3C)nn2-c2ccccc2Cl)cc1 (stereo not drawn)	-10%	-13%
COc1ccc(OCc2nc3ccccc3n2Cc2ccccc2Cl)cc1	4%	-2%
CCCCN(C)C(=O)CCC(=O)NNc1nc2ccccc2c2nc(C)nn12	-11%	14%
CCCOc1ccc(C(=O)Nc2cc3c(cc2N2CCOCC2)n(C)c(=O)n3C)cc1	?	193%[activator]
CCc1nc(-c2cc(S(=O)(=O)N3CCN(c4ccc(OC)cc4)CC3)ccc2OC)no1	-12%	-12%
Cc1ccccc1Cn1c(=O)n(CCCCC(=O)NCc2ccc3c(c2)OCO3)c(=O)c2ccccc21	-7%	5%
CCc1noc(-c2ccc(N3CCC(C)CC3)c([N+](=O)[O-])c2)n1	4%	-18%
O=C(Nc1ccc(F)c(Cl)c1)c1cc(S(=O)(=O)NCc2ccc3c(c2)OCO3)ccc1F	2%	4%
COc1ccc2cnn(CC(=O)Nc3cc(F)cc(F)c3)c(=O)c2c1OC	6%	-1%
CCCCN(C)C(=O)Cn1c(=O)c(S(=O)(=O)c2ccccc2)cc2ccccc21	0%	-14%
CCc1ccc(-c2cc(C(F)(F)F)on2)cc1S(=O)(=O)NCc1ccc(OC)cc1	-3%	-11%
Cc1ccc(-c2ccc(CCC(=O)O)n2-c2ccc(C)c(Cl)c2)cc1	-12%	-29%
COc1ccc(OC)c(NC(=O)CCn2cnnn2)c1	-2%	?
CC1CCN(C(=O)CCc2ncc(-c3c(F)cccc3F)o2)CC1	0%	4%
COc1cccc(Cn2nnc(C(=O)Nc3cc(C)ccc3C)c2N)c1	-22%	?
Cc1cc(C)n(-c2nc3ccccc3nc2Nc2ccc(Cl)cc2Cl)n1	-13%	2%
CC(=O)c1ccc(N2C(=O)N(Cc3cccc(C(F)(F)F)c3)c3ccccc3S2(=O)=O)cc1	-10%	-13%
COc1ccccc1-c1nc(CNC(=O)Nc2ccccc2)c(C)o1	8%	-15%
O=C(NCCc1ccc(Cl)cc1)C1CCN(Cc2cc3ccccc3n2Cc2ccccc2)CC1	-27%[57.5 µM]	-18%
CC(C)OCc1cc(CN2CCN(c3cccc(C(F)(F)F)c3)CC2)c(O)c2ncccc12	1%	-13%
CCOC(=O)c1cnc2c(ccc3ccccc32)c1Nc1cccc(C(F)(F)F)c1	8%	6%
CSc1nsc(SCC(=O)NCc2ccc(F)cc2)n1	-8%	1%
CC(NC(=O)c1[nH]c2ccc(Cl)cc2c1Cl)C(N)=O (stereo not drawn)	-7%	-8%
COc1ccc(/C=C2\Oc3cc(OC(=O)C(C)(C)C)ccc3C2=O)c(OC)c1	-3%	7%
CCc1ccc(NC(=O)Cn2c(=O)n(-c3ccccc3C)c(=O)c3c2c2cc(OC)ccc2n3C)cc1	3%	31%[activator]
Cc1cccc(NC(=O)CSc2cn(CC(=O)N3CCCC3)c3ccccc23)c1C	-5%	1%
CC1(NC(=O)c2cn(-c3cccc(Br)c3)nn2)CCS(=O)(=O)C1 (stereo not drawn)	8%	-2%
N#Cc1ccccc1OCc1ncc(-c2ccc(Cl)cc2)o1	3%	-12%
O=C(Nc1ccccc1C(F)(F)F)c1cc(=S)[nH]c2ccccc12	-8%	11%
COC(=O)c1ccccc1NC(=O)c1ccc(CN2CC(=O)N3CCCCC3C2=O)cc1 (stereo not drawn)	-3%	-1%
CCOC(=O)c1oc2cc(OS(C)(=O)=O)ccc2c(=O)c1-c1ccc(OC)cc1	-4%	1%

(next part)
Compound	UDG counterscr	AID inh
CC(C)(C)c1cc(C=O)c(O)c(C(C)(C)C)c1	-1%	5%
COc1cc(/C=C/C(=O)OCCOc2ccc(Cl)cc2)ccc1O	-3%	-11%
COc1cc(CNC(=O)CC2Sc3ccccc3NC2=O)ccn1 (stereo not drawn)	-3%	-2%
Cc1coc2cc3oc(=O)c(CC(=O)NCc4ccc(F)cc4)c(C)c3cc12	11%	-1%
COc1ccc2c(CNCCc3cccs3)c(C(=O)O)n(Cc3ccccc3C)c2c1	-3%	-10%
COc1ccc(NC(=O)CC2C(=O)N(c3ccc(F)cc3)C(=O)N2Cc2cccnc2)cc1 (stereo not drawn)	2%[57.5 µM]	18%
O=C(COC(=O)c1cc(Br)c[nH]1)NCc1ccc(F)cc1	-14%	-8%
CCN(CC)S(=O)(=O)c1ccc(NC)c(N)c1	-15%	14%
CCOC(=O)c1cccnc1SCC(=O)N(CC)c1cccc(C)c1	-3%	-24%
Cc1nn(Cc2cc(C(=O)O)c3ccccc3n2)c(C)c1Cl	-4%	0%
CC(C)(CNC(=O)c1cc(-c2ccccc2F)on1)N1CCOCC1	-1%	0%
COc1ccc(C(=O)NCC(=O)NNC(=O)CSc2ccc(C)cc2)cc1	-4%	-6%
CC(C)NC(=O)N1CCC2(CC1)NC(=O)c1ccccc1O2	5%	9%
CCOC(=O)c1c(NC(=O)COc2ccccc2F)sc2c1CCCC2	32%[activator]	3%
COc1ccc(CNC(=O)C2=CC(c3ccc(OC)c(OC)c3)=NS(=O)(=O)N2C)cc1	-11%	-15%
COc1ccc(S(=O)(=O)N2CCc3c(c(-c4nnc(SC)n4C)nn3C)C2)cc1	-4%	-13%
CCc1nc(-c2cc(S(=O)(=O)N3CCN(c4ccccc4OC)CC3)ccc2OC)no1	2%	-8%
Cc1nc(NCC(C)C)sc1C(=O)NCc1ccncc1	9%	2%
Clc1ccccc1N1CCN(c2ncnc3c2c(-c2ccccc2)cn3-c2ccccc2)CC1	-10%[57.5 µM]	-17%
